POLK inh = qHTS for Inhibitors of Polymerase Kappa; DNA polymerase kappa (Homo sapiens), Q9UBT6; purified Pol kappa, fluorescent DNA synthesis assay, 10 min; Potency, µM (top dose mostly 107 µM), inactives show at the top dose activity, negative = inhibition, hits mostly inhibitors; 400,000 compounds, 0.53% hits; note: % is set by controls: 0 for no effect and ±100 for the full control effect
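Kinetic fluorescence screen: compound preincubated 15 min RT with 10 nM enzyme; 50 nM substrate (final) initiates; reads at 0/10 min.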
BAZ2B block = qHTS Assay for Inhibitors of BAZ2B | Bromodomain adjacent to zinc finger domain protein 2B (Homo sapiens), Q9UIF8 | AlphaScreen BAZ2B-H3K14Ac peptide displacement | Potency, µM (doses to about 114 µM), without a hit: top-dose activity change, negative = inhibition, most hits filed as inhibitors | 360,000 compounds, 4.4% hits | AID 504333, 2011; note: % is set by controls: 0 for no effect and ±100 for the full control effect; nearly all actives have a fitted effect of over 60% in size
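BAZ2B 50 nM plus b-H3(5-23)K14Ac 50 nM, PBS pH 7.4/0.01% Tween-20, 30 min RT; compound added (max 110 uM), 30 min RT; streptavidin donor/Ni-chelate acceptor beads 10 ug/mL final, 20 min dark; AlphaScreen read.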
POLB inh = qHTS Assay for Inhibitors of DNA Polymerase Beta; 340,000 compounds, 1.3% hits; Potency, µM (top dose mostly 114 µM), for inactives: at the highest dose activity change, negative = inhibition, actives largely listed as inhibitors; P06746; Pol beta primer extension/strand displacement, fluorescence kinetic; AID 485314, 2010; note: % is set by controls: 0 for no effect and ±100 for the full control effect
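Values derive from four-parameter Hill fits of normalized kinetic data: reads at 0 and 10 min following addition of 50 nM substrate to 10 nM Pol beta preincubated 15 min with compound.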
Pol iota inh = qHTS for Inhibitors of Polymerase Iota; DNA polymerase iota (Homo sapiens), Q9UNA4; Pol iota fluorescent replication assay, 10 min; Potency, µM (highest dose often 115 µM), for the others: at the top dose activity, negative = inhibition, most hits filed as inhibitors; 390,000 compounds, 1% hits; AID 588590, 2011
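Pol iota at 10 nM preincubated 15 min with compounds at room temperature; reaction started with fluorescent substrate, 50 nM final. Fluorescence read kinetically at 0 and 10 min; buffer-only wells as negative control.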
APE1 inh = qHTS Assay for Inhibitors of the Human Apurinic/apyrimidinic Endonuclease 1 (APE1). recombinant APE1, TAMRA/BHQ-2 abasic DNA cleavage fluorescence. Potency, µM (top dose mostly 65.8 µM), inactives show top-dose activity change, negative = inhibition, most hits filed as inhibitors. 350,000 compounds, 0.35% hits. AID 2517, 2012;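 note: plate controls were vehicle for no effect and reference inhibitor for full effect; nearly all actives have a fitted effect of over 55% in size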
Target sequence (P27695 whole entry, looked up): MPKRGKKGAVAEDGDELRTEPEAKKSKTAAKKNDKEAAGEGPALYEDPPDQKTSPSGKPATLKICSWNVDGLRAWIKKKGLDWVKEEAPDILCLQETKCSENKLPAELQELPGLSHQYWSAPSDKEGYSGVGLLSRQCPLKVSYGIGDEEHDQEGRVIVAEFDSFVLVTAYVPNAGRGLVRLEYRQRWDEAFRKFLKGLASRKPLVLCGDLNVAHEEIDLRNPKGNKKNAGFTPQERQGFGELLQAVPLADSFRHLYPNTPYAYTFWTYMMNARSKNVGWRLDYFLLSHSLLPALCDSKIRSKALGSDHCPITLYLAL
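Incision of a quenched TAMRA/BHQ-2 THF abasic-site duplex (50 nM) by 0.75 nM APE1, after 15 min compound preincubation, measured as fluorescence increase over three 60 s reads. Values normalized to buffer, DMSO and NSC13755 control wells.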
Pol eta inh = qHTS for Inhibitors of Polymerase Eta | Potency, µM (titrated, usually from 114 µM), without a hit: at the highest dose activity change, negative = inhibition, hits mostly inhibitors | DNA polymerase eta (Homo sapiens), Q9Y253 | 390,000 compounds, 1.2% hits | recombinant Pol eta, fluorescent DNA replication assay | AID 588591, 2011; note: % is set by controls: 0 for no effect and ±100 for the full control effect
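Pol eta (10 nM) was preincubated with compounds for 15 min at room temperature, after which fluorescent replication substrate (50 nM final) was added to start the reaction. Fluorescence was read kinetically at 0 and 10 min.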
BLM helicase inh = qHTS Assay for Inhibitors of Bloom's syndrome helicase (BLM) | Potency, µM (highest dose often 56.1 µM), without a hit: at the highest dose activity change, negative = inhibition, actives largely listed as inhibitors | 350,000 compounds, 0.2% hits | RecQ-like DNA helicase BLM (Homo sapiens), P54132 | recombinant BLM DNA unwinding, fluorescence dequenching | AID 2528, 2010;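 note: plate controls were vehicle for no effect and no enzyme for full effect; nearly all actives have a fitted effect of over 35% in size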
G9a block = qHTS Assay for Inhibitors of Histone Lysine Methyltransferase G9a; Potency, µM (top dose mostly 102 µM), for inactives: top-dose activity, negative = inhibition, hits mostly inhibitors; G9a H3K9 monomethylation, AlphaScreen, 2 h; Histone-lysine N-methyltransferase EHMT2 (Homo sapiens), Q96KQ7; 350,000 compounds, 8.8% hits; note: % is set by controls: 0 for no effect and ±100 for the full control effect; nearly all actives have a fitted effect of over 75% in size
Target sequence (Q96KQ7 913-1193 limits assumed): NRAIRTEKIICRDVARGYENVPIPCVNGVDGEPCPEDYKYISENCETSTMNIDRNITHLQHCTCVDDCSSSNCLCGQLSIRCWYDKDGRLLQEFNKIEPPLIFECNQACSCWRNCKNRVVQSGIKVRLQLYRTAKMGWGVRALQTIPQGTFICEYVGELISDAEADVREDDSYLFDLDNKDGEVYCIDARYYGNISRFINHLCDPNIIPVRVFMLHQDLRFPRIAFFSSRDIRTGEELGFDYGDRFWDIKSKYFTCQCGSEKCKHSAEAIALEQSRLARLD
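G9a (20 nM) preincubated 15 min RT with compounds, then 500 nM biotinylated H3K9 peptide and 20 uM SAM added; 2 h RT reaction. Monomethyl-H3K9 product detected by AlphaScreen with anti-H3K9me1 antibody, streptavidin donor and anti-rabbit IgG acceptor beads.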
Apoferritin bind = qHTS Assay for Identification of Novel General Anesthetics; apoferritin/1-aminoanthracene competitive binding, fluorescence; Potency, µM (doses to about 77.5 µM), without a hit: at the highest dose activity change, negative = displacement, actives largely listed as inhibitors; Ferritin light chain (Equus caballus), P02791; 350,000 compounds, 0.074% hits; note: % is set by controls: 0 for no effect and ±100 for the full control effect; nearly all actives have a fitted effect of over 20% in size
Target sequence (P02791 2-175 limits assumed): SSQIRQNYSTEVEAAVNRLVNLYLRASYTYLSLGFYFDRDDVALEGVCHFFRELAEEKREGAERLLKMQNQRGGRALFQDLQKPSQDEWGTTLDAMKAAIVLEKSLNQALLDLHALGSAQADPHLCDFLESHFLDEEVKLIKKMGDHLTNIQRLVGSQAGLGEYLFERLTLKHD
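Concentration-response curves derived by four-parameter Hill fitting of normalized fluorescence, where compounds displaced 1-AMA from 10 uM horse apoferritin following a brief 10 min room-temperature incubation; propofol titration acted as positive control.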
An asterisk follows results filed as active; ? = inconclusive; nt = no result given; [ ] = remark or other dose. Calls come from the whole dose curve; as a rule, active = well fitted curve in the direction sought with a large enough effect; inconclusive = small, poorly fitted or top-dose-only effect, or another doubt; inactive = no such curve, though single readings can be large; an effect the other way counts as inactive or inconclusive. Potency is the fitted concentration of half-maximal effect. An excerpt; count on the stated rates, not on these rows.

SMILES	POLK inh	BAZ2B block	POLB inh	Pol iota inh	APE1 inh	Pol eta inh	BLM helicase inh	G9a block	Apoferritin bind
O=C(c1ccccc1)N1N=C(C(F)(F)F)CC1(O)c1ccccc1O (stereo unspecified)	-8%	-26%	-13%	19%	19%	-8%	-9%	19%[59 µM]	?
COc1ccc(CN(CCN(C)C)c2ncccn2)cc1	1%[60.1 µM]	nt	nt	nt	0%	nt	-11%	-49%[2.33 µM]	0%
CS(=O)(=O)c1nc(-c2cccs2)cc(C(F)(F)F)n1	nt	-1%	5%	nt	-5%	nt	-4%	?	-12%
CC(C)(C)C(=O)N1CCN(S(=O)(=O)c2ccc3c(c2)OCCCO3)CC1	-13%	7%	nt	28%	-12%	-4%	nt	4%	nt
Cc1cc(=O)oc2cc3c(cc12)OCO3	-10%	1%	4%	-15%	10%	-1%	-1%	-25%	43%[activator]
CCCCCCOC(=O)Nc1ccc(S(=O)(=O)Nc2cccc([N+](=O)[O-])c2)cc1	2%	-38%	-6%	13%	?	-24%	-7%	?	?
CCc1ccc(CNC(=O)C2COc3ccccc3C2)cc1 (stereo unspecified)	6%[60.1 µM]	1%	11%	-7%	nt	-4%	1%	4%[59 µM]	3%
Cc1ccc(-c2nc(NCCCO)c3ccccc3n2)cc1	-3%	-10%	11%	2%	4%	-17%	-13%	nt	-2%
COc1ccc([N+](=O)[O-])cc1NC(=O)C1(c2ccc(OC)c(OC)c2)CCOCC1	3%	-6%	-7%	70%[activator]	-5%	-10%	-1%	4%	-13%
COc1cccc(-c2nc(NC3CCCC3)c3ccccc3n2)c1O	-22%	35µM*	-20%	?	-1%	-18%	-10%	?	2%
COc1ccc(Cl)cc1-n1c(=S)sc2c(=O)[nH]c(SCC(=O)NCCC(C)C)nc21	2%	-12%	32%	19%	16%	-18%	0%	?	-9%
Oc1ccc(-c2nnc(-c3ccccc3)c(-c3ccccc3)n2)cc1	nt	-34%	8%[57.1 µM]	nt	-2%	nt	1%	-3%	2%
COc1ccc(CCNC(=O)c2cc(-c3cc(C)c(C)cc3O)n[nH]2)cc1OC	1%	10%	-4%	10%	-4%	?	-9%	11%	3%
CCCOc1ccc(Oc2ccc(S(=O)(=O)N3CCN(C)CC3)cn2)cc1	-6%	3%	nt	26%	10%	0%	nt	-35%	nt
OCCN=C1CCCc2c1[nH]c1ccc(Br)cc21	-4%	-3%[57.1 µM]	14%	-11%	-3%	0%	-5%	46%[0.501 µM]	-23%
CC(=O)c1cccc(NC(=O)c2nc(-c3ccccc3)oc2C)c1	-4%	-34%	6%	53%[activator]	3%	?	-4%	-9%[59 µM]	?
Cn1ccnc1/C(=N\NC(=O)c1ccc(O)cc1)c1cccc([N+](=O)[O-])c1	12%	-20%	4%	13%	-6%	-11%	-3%	5%	-7%
CCOc1ccc(-c2cnc(NCc3cccc4ccccc34)n2CCOC)cc1	1%	40µM*	-2%	13%	4%	-12%	-5%	nt	4%
CC1(C2CC2)NC(=O)N(CC(=O)Nc2cc(S(=O)(=O)N3CCCCC3)ccc2Cl)C1=O (stereo unspecified)	-3%	1%	nt	-17%	7%	-4%	nt	23%[2.33 µM]	nt
Cc1cc(Cl)ccc1NC(=S)NCc1cccs1	-15%	3%	0%	5%	1%	2%	-3%	-3%	-14%
COc1ccc(/C=N/Nc2nc(N3CCCC3)nc(N3CCCC3)n2)cc1O	0%	9%	24%	7%	-5%	-5%	0%	3.5µM*	-15%
CCOC(=O)c1cc(C(=O)Nc2ccc(C)c(F)c2)nn1C	-2%	4%	-15%	15%	-2%	-11%	-5%	-10%	-1%
CCCNC(=O)COc1coc(CN2CCN(c3ccccc3F)CC2)cc1=O	14%	-10%	0%	22%	51%	-12%	0%	-5%[59 µM]	-4%
C/C(=N/N=C(\C)c1ccccc1O)c1ccccc1O	-7%	2%	1%	3%	33%	-17%	2%	20%	62%[activator]
c1ccc(CNc2ccc3ccccc3n2)nc1	-5%	-5%	0%	8%	0%	-5%	1%	11%	-23%

(continued)
SMILES	POLK inh	BAZ2B block	POLB inh	Pol iota inh	APE1 inh	Pol eta inh	BLM helicase inh	G9a block	Apoferritin bind
COC(=O)N1C(=O)[C@@](c2ccccc2)(C2CCCCC2)N1C(=O)OC	-4%	-38%	-2%	?	27%	-2%	-1%	9%	-23%
CCCCOC(=O)CCc1nc2ccccc2[nH]1	0%	?	-8%	?	-5%	-7%	-1%	?	-2%
CC1CCN(S(=O)(=O)c2cn(CC(=O)N3CCN(C)CC3)c(=O)c3ccccc23)CC1	-2%	3%	9%	5%	-4%	-20%	-2%	5%[59 µM]	-11%
COc1ccc(C(=O)N(CCc2ccccc2)Cc2ccccc2)c(OC)n1	-14%	-3%	-1%	12%	-11%	-8%	-12%	38%	-11%
CN(c1nc2ccccc2n2c(C3CC3)nnc12)S(=O)(=O)c1ccccc1	-10%	-8%	-4%	-26%	0%	-2%	-3%	2%	-7%
CC(C)(Cc1ccccc1)/[N+]([O-])=C\c1ccc(C(F)(F)F)cc1	8%	3%	nt	50%[activator]	12%	-24%	nt	23%[2.33 µM]	nt
Cc1ccc2c(c1)C1CN(C)CCC1N2S(=O)(=O)c1cccc(C(F)(F)F)c1 (stereo unspecified)	-3%	3%	nt	9%	-4%	-17%	nt	19%[2.33 µM]	nt
O=C(C[n+]1ccc(C(=O)NCc2ccccc2)cc1)c1ccc(OC(F)F)cc1	4%	16%	3%	23%	27%	-24%	2%	?	0%
Cc1cccc(-c2ocnc2C(=O)N2CCN(C(=O)c3cccs3)CC2)c1	1%	0%	3%	26%	-7%	-6%	-1%	20%	0%
CCOC(=O)C1CCN(S(=O)(=O)c2ccc(C(C)(C)C)cc2)CC1	2%	1%	29%	5%	?	-7%	-6%	0%	-2%
Cc1ccc(C23CC4CC(CC(CC(=O)N5CCOCC5)(C4)C2)C3)cc1	-20%	0%	-1%	4%	4%	1%	-7%	-6%[59 µM]	?
COc1cc(C2NC(=O)NC(C)=C2C(=O)OCc2ccc(C)cc2)cc(OC)c1OC (stereo unspecified)	-14%	-5%	0%	0%	55%[activator]	-21%	-1%	17%	-12%
CC1CCCCC12NC(=O)N(CC(=O)OCC(=O)c1ccc(OC(F)F)cc1OC(F)F)C2=O (stereo unspecified)	-13%	-5%	-2%	19%	-6%	-6%	-7%	11%[12.7 µM]	-18%
COc1cc(C(=O)NCC2(c3ccccc3)CCCC2)ccc1OC(C)C	8%	6%	17%	16%	-4%	0%	-7%	7%	-7%
COc1ccc(CNC(=O)CCS(=O)(=O)c2cc3c4c(c2)CCN4C(=O)CC3)cc1	-11%	-2%	12%	15%	nt	-14%	-4%	5%[59 µM]	-2%
COC(=O)c1ccc(-n2nc(C(F)(F)F)c3c2-c2ccoc2CC3)cc1	-26%	-3%	?	39%[activator]	-1%	-11%	-3%	-24%[59 µM]	6%
CCCCOc1cccc(C(=O)N(Cc2cccs2)c2ccc(OC)cc2)c1	-7%	97%[activator]	-5%	?	nt	nt	-12%	70%[activator][59 µM]	105%[activator]
N#Cc1nc(-c2ccc(F)cc2)oc1NCc1ccccc1	-2%	-27%	-21%	13%	?	-11%	0%	?	-14%
COC(=O)c1cc2n(n1)CCN(Cc1ccccc1Cl)C2=O	0%	3%	4%	3%	0%	-4%	0%	6%[59 µM]	-10%
CCN(Cc1nc2ccccc2c(=O)[nH]1)C(=O)C1CC(=O)N(c2cccc3ccccc23)C1 (stereo unspecified)	-6%	3%	nt	29%	16%	-4%	nt	-7%[2.33 µM]	nt
COc1nc(NCc2ccc(Cl)cc2)nc(OC)n1	-4%	4%	8%	4%	25%	3%	-3%	12%[59 µM]	?
O=c1cc(CSc2ccccc2)nc(-c2ccncc2)[nH]1	-9%	-18%	-7%	-3%	-6%	3%	1%	1%	-7%
N#CC1=C(N)SC(N)=C(C#N)C1Cc1ccccc1	-14%	-5%	4%	-10%	3%	-17%	-1%	?	-16%
O=C(O)C1CCCCN1C(=O)c1cc2c(s1)CCCCC2 (stereo unspecified)	3%	11%	nt	-10%	-8%	-2%	nt	13%[2.33 µM]	nt
CCOC(=O)CSc1ncc(-c2ccccc2)cn1	-5%	-2%	-10%	3%	1%	-9%	3%	-33%	-2%
CC1C2CC(CC1(C)C)N(C(=O)Nc1ccc3nccnc3c1)C2 (stereo unspecified)	-18%	-3%	13%	39%[activator]	0%	-17%	1%	6%	78%[activator]
O=C1CS/C(=N/N=C/c2ccccc2)N1c1ccc(O)cc1	-4%	10%	-4%	110%[activator]	-2%	-11%	-9%	nt	-7%
O=C(NCc1ccco1)NC1CCCCC1	-19%	12%	10%	3%	0%	-10%	4%	5%[59 µM]	-5%
CC(=O)c1c(C)n(-c2ccc(Br)cc2)c2ccc(O)cc12	2%	3%	0%	2%	2%	-7%	-3%	nt	-4%

Shown in markdown: entries from further up.
| Molecule | POLK inh | BAZ2B block | POLB inh | Pol iota inh | APE1 inh | Pol eta inh | BLM helicase inh | G9a block | Apoferritin bind |
| --- | --- | --- | --- | --- | --- | --- | --- | --- | --- |
| CC(=O)c1c(C)n(-c2ccc(Br)cc2)c2ccc(O)cc12 | 2% | 3% | 0% | 2% | 2% | -7% | -3% | nt | -4% |
| O=C(C[n+]1ccc(C(=O)NCc2ccccc2)cc1)c1ccc(OC(F)F)cc1 | 4% | 16% | 3% | 23% | 27% | -24% | 2% | ? | 0% |
| CCCCOC(=O)CCc1nc2ccccc2[nH]1 | 0% | ? | -8% | ? | -5% | -7% | -1% | ? | -2% |
| CCOC(=O)C1CCN(S(=O)(=O)c2ccc(C(C)(C)C)cc2)CC1 | 2% | 1% | 29% | 5% | ? | -7% | -6% | 0% | -2% |

Assay outcomes from PubChem.
